# Screening data as filed in PubChem.
# TRPC4 PAM: positive allosteric modulators of TRPC4, primary screen, cell-based, mouse TRPC4beta, HEK293 mu-opioid, Fluo-4 calcium; hit rate 0.42% among 310,000; B-score at 10 µM; Short transient receptor potential channel 4 (Mus musculus), Q9QUQ5; DAMGO EC20, Fluo-4 Ca2+ flux; stronger effect = higher value; AID 2227, 2009;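 active = B-score of calcium response area above 5 SD of library B-scores, with initial fluorescence ratio within 5 SD of library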;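 also: B-score of integrated fluorescence ratio over time as area under calcium response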
# Target sequence (Q9QUQ5 whole entry, looked up): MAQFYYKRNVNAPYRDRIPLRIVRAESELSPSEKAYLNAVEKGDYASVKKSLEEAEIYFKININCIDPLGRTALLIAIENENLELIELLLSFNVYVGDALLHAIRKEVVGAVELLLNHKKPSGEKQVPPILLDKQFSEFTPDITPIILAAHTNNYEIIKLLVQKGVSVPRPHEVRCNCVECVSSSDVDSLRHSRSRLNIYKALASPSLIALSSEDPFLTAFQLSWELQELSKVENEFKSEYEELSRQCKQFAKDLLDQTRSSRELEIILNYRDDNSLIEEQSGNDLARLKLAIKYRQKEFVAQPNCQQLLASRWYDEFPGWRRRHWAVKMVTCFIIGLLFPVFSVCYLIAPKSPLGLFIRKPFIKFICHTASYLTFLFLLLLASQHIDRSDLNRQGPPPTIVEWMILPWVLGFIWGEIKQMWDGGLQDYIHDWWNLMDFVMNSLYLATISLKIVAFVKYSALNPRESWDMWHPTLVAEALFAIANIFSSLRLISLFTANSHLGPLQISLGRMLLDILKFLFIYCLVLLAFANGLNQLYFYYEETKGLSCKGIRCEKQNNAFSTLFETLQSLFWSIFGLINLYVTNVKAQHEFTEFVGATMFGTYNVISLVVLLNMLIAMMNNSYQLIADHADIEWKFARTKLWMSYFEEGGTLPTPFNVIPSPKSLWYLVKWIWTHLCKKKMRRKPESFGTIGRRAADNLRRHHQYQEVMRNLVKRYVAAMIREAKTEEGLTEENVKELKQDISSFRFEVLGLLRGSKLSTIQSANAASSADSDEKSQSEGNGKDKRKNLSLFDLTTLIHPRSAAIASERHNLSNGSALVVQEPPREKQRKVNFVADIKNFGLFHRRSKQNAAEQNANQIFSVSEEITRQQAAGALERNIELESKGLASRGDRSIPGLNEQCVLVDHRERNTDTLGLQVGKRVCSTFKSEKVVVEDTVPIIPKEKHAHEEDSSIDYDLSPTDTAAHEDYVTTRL
# MrgX1 antagonist: antagonists of human MrgX1 receptor, primary screen, HEK293 cells, Fluo-4 calcium flux; B-score at 10 µM; AID 588676, 2011; hit rate 1.3% among 310,000; BAM8-22 antagonism; stronger effect = lower value;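 active = calcium-response B-score plate-corrected more than 3 library SD below zero, starting fluorescence within 5 deviations, no agonist response on first addition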;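 also: peak minus trough fluorescence over baseline after final BAM8-22 challenge near maximal dose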
# TRPC4 act: activators of mouse TRPC4 channel, primary screen, Fluo4 calcium, HEK293 TRPC4beta/mu-opioid cells; Short transient receptor potential channel 4 (Mus musculus), Q9QUQ5; Fluo4 calcium fluorescence; stronger effect = higher value; B-score at 10 µM; hit rate 0.49% among 310,000;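 active = B-score above 5 SD of library B-scores, and initial fluorescence ratio not above library mean plus 5 SD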;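 also: positive B-score marks a calcium rise read as TRPC4 activation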
#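 Incubation: 45 min room-temperature Fluo4 loading, 110 s read / System: HEK293 cells stably co-expressing mouse TRPC4beta and mu-opioid receptor / Signal: Fluo4 fluorescence, kinetic / Control set: buffer (low) and maximal DAMGO (high) / Measure: integrated baseline-normalised fluorescence ratio, converted to per-well B score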
# TRPC6 act: mouse TRPC6 channel activators, primary screen, cell-based, HEK293, membrane potential dye. Short transient receptor potential channel 6 (Mus musculus), Q61143. HEK293-TRPC6 membrane potential dye fluorescence; stronger effect = higher value. B-score at 10 µM. hit rate 0.13% among 310,000. AID 2550, 2010;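 active = B-score of the integrated fluorescence ratio above library mean plus 3 SD, and starting fluorescence ratio within library mean plus 5 SD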;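 also: higher score means more depolarization so channel activation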
# TRPC4 inh: inhibitors of mouse TRPC4 channel, primary screen, Fluo4 calcium, HEK293 TRPC4beta/mu-opioid cells; DAMGO-evoked Fluo4 calcium flux; stronger effect = lower value; AID 2247, 2010; B-score at 10 µM; hit rate 0.39% among 300,000;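 active = B-score over 3 SD under the library average, no early fluorescence shift, positive overall ratio signal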
#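 Signal: kinetic Fluo4 fluorescence imaging of calcium influx. Material: stable TRPC4beta/mu-opioid receptor HEK293 cells. Probe or stimulus: DAMGO in two steps, submaximal then maximal.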
# KLF5 inhibitor: KLF5 expression inhibitors, primary screen, DLD-1 cells, luminescence; inhibition, % at 5 µM; DLD-1 KLF5 promoter-luciferase reporter; hit rate 0.23% among 290,000;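 active = inhibition above a per-plate limit of that plate's mean compound inhibition plus 3 SD, cut at about 60% in these data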;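 also: 0% = DMSO wells and 100% = LY294002 at 200 µM; higher means less KLF5 promoter-driven luciferase light; inactives centre near -14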
# HIF act: HIF pathway transcriptional activators, primary screen, cell-based, U2OS HRE-luciferase, luminescence | U2OS HRE-luciferase reporter; normalized: DMSO 0%, desferrioxamine 100% | activation, % at 7.5 µM (by protocol) | hit rate 0.32% among 300,000 | AID 1910, 2009;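 active = mean activation of at least 10% of the iron chelator positive control signal, with at least half of replicates also reaching 10%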
# aSyn 5UTR inh: MLPCN primary screen, SNCA 5' untranslated region; alpha-synuclein 5'UTR reporter, inhibitor activity; inhibition, % (tested at 7.5 µM); hit rate 0.82% among 300,000; AID 1813, 2009; in the data active = inhibition above about 60%;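 also: H4 neuroglioblastoma cells stably carrying SNCA 5'UTR luciferase fusion; 0% = DMSO wells and 100% = positive control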
# IEC-6 tox: cytotoxicity in IEC-6 intestinal epithelial cells, primary screen, cytotoxicity control for KLF5 inhibitor project, cell-based, luminescence; AID 1825, 2009; IEC-6 cytotoxicity, luminescence viability; inhibition, % at 5 µM; hit rate 0.78% among 290,000; in the data active = inhibition above about 22%;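 also: 0% = plate median of test compound wells and 100% = cytotoxic reference compound wells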
# TRPC6 inhibitor: mouse TRPC6 channel inhibitors, primary screen, cell-based, HEK293, membrane potential dye; Short transient receptor potential channel 6 (Mus musculus), Q61143; ACh-evoked depolarization; stronger effect = lower value; B-score at 10 µM; hit rate 1.1% among 310,000; AID 2553, 2010;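 active = B-score under library mean minus 3 SD, initial fluorescence not abnormally high, positive integrated signal ratio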;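 also: B-score derived from integrated fluorescence ratio over the kinetic read; more negative B-score means stronger inhibition of depolarization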
# SKKanGAS inh: S. pyogenes SKKanGAS growth inhibitors in kanamycin, primary screen, streptokinase expression inhibitor project, SKKanGAS strain, BacTiter-Glo luminescence | 6 h | inhibition, % at 7.5 µM | hit rate 1.3% among 300,000 | AID 1662, 2009;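 active = mean replicate score, as percent of positive control median, at least 50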;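 also: strain carries kanamycin resistance gene driven by streptokinase promoter and grows in 40 µg/ml kanamycin; loss of luminescence reflects streptokinase promoter inhibition or plain growth inhibition; 0% = median of DMSO wells and 100% = positive control at its reference dose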
# * marks the source's active call; other numbers are inactive results; i = inactive; x = no result given. Random draw from the library; about 5.8% have a hit in one of these screens.
molecule,TRPC4 inh,TRPC4 PAM,HIF act,IEC-6 tox,aSyn 5UTR inh,SKKanGAS inh,MrgX1 antagonist,TRPC6 inhibitor,KLF5 inhibitor,TRPC6 act,TRPC4 act
O=C(CSCc1ccccc1Cl)Nc1c[nH]c(=O)[nH]c1=O,i,i,-0.6,-6,26,1,i,i,-25,i,i
Cc1noc(C)c1COC(=O)c1ccc(S(=O)(=O)NCc2ccco2)cc1,i,i,-0.5,2,-6,1,i,i,-24,i,i
O=c1c2cccnc2nc2n1CCCCC2,i,i,-0.7,-10,-15,3,i,i,-12,i,i
Cc1cc(=O)[nH]c(Nc2cccc(C(F)(F)F)c2)n1,i,i,0.2,-5,-3,-14,i,i,4,i,i
COc1ccc(C(=O)NC2CCN(CC(=O)Nc3cccc(C)c3)CC2)cc1OC,i,i,-0.2,6,0,3,i,i,4,i,i
COc1ccc(N2C(=O)C3CCCN3C2c2ccccc2)cc1Cl (stereo not drawn),i,i,0.0,-2,8,-4,i,i,-13,i,i
O=C(NCc1cccnc1)C(=O)C1C(=O)Nc2ccccc21 (stereo not drawn),i,i,3.7,4,-22,-8,i,i,13,i,i
CCCCCc1cc(=O)oc2c(C(CCN3CCCC(C)C3)c3cc(OC)c(OC)c(OC)c3)c(OC)cc(OC)c12 (stereo not drawn),i,i,-1.8,x,44,8,i,i,x,i,i
COc1cccc(NC(=O)NC2CCN(Cc3nnnn3Cc3ccc(F)cc3)CC2)c1,i,i,-0.2,-2,24,0,i,i,3,i,i
O=C(O)c1cccc(C(=O)c2cccc3ccccc23)c1,i,i,-0.8,x,-7,4,i,i,x,i,i
CC(/C=C/c1ccccc1F)=N\NC(=O)c1ccccc1,i,i,4.0,2,-144,5,i,i,-49,i,i
COc1ccc(NC(=O)CSCC(=O)Nc2ccccc2N2CCCCC2)cc1,i,i,-0.4,x,1,-16,i,i,x,i,i
COc1ccc(/C=N/NC(=O)CNC(=O)c2ccc3c(c2)OCCO3)c(C(=O)O)c1OC,i,i,0.7,2,9,-3,i,i,-1,i,i
COc1ccc(N(C)C(=O)c2oc(=O)c3ccccc3c2-c2ccc(C)cc2)c(OC)c1,i,i,-0.7,2,9,8,i,i,-7,i,i
COc1cccc(-n2c(CN3CCN(c4ccccn4)CC3)nc3ccc([N+](=O)[O-])cc3c2=O)c1,i,i,-1.5,-5,23,2,i,i,-13,i,i
Cc1ccc(C(=O)c2no[n+]([O-])c2C(=O)c2ccc(C)cc2)cc1,i,29*,-0.2,-1,-8,7,i,i,-12,i,i
O=C(CN(c1cccc(C(F)(F)F)c1)S(=O)(=O)c1ccc(Cl)c([N+](=O)[O-])c1)NCc1ccc(F)cc1,i,i,0.9,1,7,3,i,i,2,i,i
FC(F)(F)c1cc(-c2ccccc2)nc(N2CCCCCC2)n1,i,i,0.0,4,12,86*,i,i,-4,i,i
O=C(NC1CCCc2ccccc21)c1ccc(S(=O)(=O)N2CCOCC2)cc1 (stereo not drawn),i,i,-0.5,2,3,2,i,i,-10,i,i
Cc1c(NC(=O)c2cccnc2Cl)c(=O)n(-c2ccccc2)n1C,i,i,0.2,2,7,3,i,i,-7,i,i
O=C(NC(=S)N(CC1CCC1)CC1CCCO1)c1cccc([N+](=O)[O-])c1 (stereo not drawn),i,i,-0.7,2,20,12,i,i,-5,i,i
Cc1cccc(CN2CCN(Cc3cccc4nonc34)CC2CCO)n1 (stereo not drawn),i,i,-0.7,-2,7,0,i,i,-31,i,i
COc1cccc(-c2nc3ccc(C(=O)NC(C)Cc4cccnc4)cc3o2)c1 (stereo not drawn),i,i,3.3,2,-130,4,i,i,-113,i,i
CCOc1ccccc1NC(=O)/C=C/C(N)=O,i,i,-1.0,-1,25,6,i,i,7,i,i
O=C(Nc1ccccc1C(=O)O)c1ccc2c(c1)C(=O)N(c1cccc([N+](=O)[O-])c1)C2=O,i,i,-4.3,-2,3,17,i,i,3,i,i
CCCCC(=O)N(c1ccc(OCC)cc1)C1C=CS(=O)(=O)C1 (stereo not drawn),i,i,-0.3,4,14,1,i,i,-4,i,i
Clc1ccc(-c2nnc(-c3ccccc3)o2)c(Cl)c1,i,i,-2.2,-2,19,-8,i,i,-170,i,i
COC(=O)c1ccc(OCCOCCOc2cccc3ccc(C)nc23)cc1,i,i,-0.3,2,-2,-2,i,i,2,i,i
CCOc1ccc(Cl)cc1CNCCNCCO,i,i,-0.5,-6,17,1,i,i,-10,i,i
O=C(Nc1ccccc1C(=O)O)c1cc(S(=O)(=O)NCc2ccccc2)ccc1Cl,i,i,-0.5,-6,4,17,i,i,-9,i,i
Cc1cc(=O)oc(C)c1C(=O)OCC(=O)c1ccccc1,i,i,-0.1,-5,-19,4,i,i,-12,i,i
CC(=O)Nc1ccccc1NC(=O)c1ccccc1,i,i,-0.2,0,-2,5,i,i,-9,i,i
COCCOC(=O)C1=C(C)NC(=O)NC1c1cccc(F)c1 (stereo not drawn),i,i,-2.1,-2,6,-4,i,i,-28,i,i
COc1cccc(OCCCCN2CCCCC2)c1,i,i,0.3,-1,11,-5,i,i,-24,i,i
CSc1ncccc1C(=O)Nc1nc2ccc(Oc3ccccc3)cc2s1,i,i,0.3,4,-31,48,i,i,-18,i,i
CNc1ccccc(-c2ccc3ccccc3n2)c1=O,i,i,3.1,8,-140,-4,i,i,-18,i,i
COc1ccc(Nc2nc(N)c([N+](=O)[O-])c(NCc3ccccc3)n2)cc1,i,i,-0.4,3,28,4,i,i,-18,i,i
Cc1ccc(C)c(NC(=S)NCC(c2cccnc2)N2CCOCC2)c1 (stereo not drawn),i,i,0.1,1,-17,-1,i,i,-44,i,i
O=S(=O)(c1ccccc1)c1cccc(S(=O)(=O)N2CCCCC2)c1,i,i,-0.8,-3,0,3,i,i,-10,i,i
Cc1nn(CC(=O)Nc2cccc(S(N)(=O)=O)c2)c(C)c1[N+](=O)[O-],i,i,-0.1,3,-1,-1,i,i,18,i,i
O=C(/C=C/c1cccc([N+](=O)[O-])c1)NCCN1CCOCC1,i,i,0.0,2,-5,-3,i,i,-30,i,i
Cc1ccccc1NC(=O)CC(C)S(=O)(=O)c1ccc2c(c1)NC(=O)CO2 (stereo not drawn),i,i,0.0,1,5,1,i,i,-29,i,i
O=C(Cc1cccs1)Nc1cccc(C(=O)Nc2ccc(C(=O)O)cc2)c1,i,i,-0.4,4,-4,-3,i,i,1,i,i
Cc1ccc(C(OC(=O)c2ccco2)C(=O)NC2CCCCC2)cc1 (stereo not drawn),i,i,-0.7,-9,13,-3,i,i,-9,i,i
CC1c2cc3c(cc2CCN1CC(=O)Nc1ccccc1)OCCCO3 (stereo not drawn),i,i,0.6,6,-6,1,i,i,10,i,i
CC(NC(=S)NNS(=O)(=O)c1ccc(C(C)(C)C)cc1)c1ccccc1 (stereo not drawn),i,i,0.0,2,-21,-1,i,i,14,i,i
O=C(c1ccccc1)c1ccc2nc(N3CCN(C(=O)c4ccco4)CC3)c3nncn3c2c1,i,i,-0.6,x,14,5,i,i,x,i,i
COc1ccc2cc(CCNC(=O)c3c(-c4ccccc4Cl)noc3C)c(=O)[nH]c2c1,i,i,-0.2,-2,-8,-2,i,i,-17,i,i
COc1ccc2[nH]c(C(O)(Cc3cccnc3)Cc3cccnc3)cc2c1,i,i,-0.9,7,-36,1,i,i,-32,i,i
O=S(=O)(Nc1ccccc1F)c1ccc2nsnc2c1,i,i,-0.6,4,16,-1,i,i,6,i,i

# Continued.
molecule,TRPC4 inh,TRPC4 PAM,HIF act,IEC-6 tox,aSyn 5UTR inh,SKKanGAS inh,MrgX1 antagonist,TRPC6 inhibitor,KLF5 inhibitor,TRPC6 act,TRPC4 act
Cc1ccc(-c2nnc(SCC(=O)N3CCCC3)o2)cc1,x,i,1.7,2,-104,-3,i,i,-23,i,i
COc1ccc(CCN(Cc2cccs2)S(=O)(=O)c2ccc(S(=O)(=O)N(C)C3CCCCC3)cc2)cc1OC,i,i,-1.1,2,15,-3,i,i,-8,i,i
CN(C)c1ccc(N2[C@@H](CC(=O)O)c3cc(C(F)(F)F)ccc3S2(=O)=O)cc1,i,i,-0.6,x,-1,4,i,i,x,i,i
COc1ccc(CN(C(=O)c2cc(=O)c3ccccc3o2)C2CCS(=O)(=O)C2)cc1 (stereo not drawn),i,i,-0.8,1,19,-4,i,i,-13,i,i
Cc1ccc(NC(=O)Cc2cc(C(=O)O)c3ccccc3n2)c(C)c1,i,i,0.3,-8,0,28,i,i,8,i,i
CCOC(=O)c1c(N/N=C/c2cccnc2)n[nH]c1C,i,i,4.1,6,-157,-10,i,i,-53,i,i
COc1cccc(CN(C)C(=O)c2ccc(S(=O)(=O)N3CCCC3)cc2)c1OC,i,i,0.0,0,27,3,i,i,-17,i,i
COc1ccc(-c2c(C(=O)O)nc3ccccc3c2C(=O)O)cc1,i,i,-0.5,-6,-20,0,i,i,-41,i,i
O=C(Nc1ccc(-c2nnc(-c3ccccc3)o2)cc1)c1ccc(Br)o1,i,i,1.0,2,-31,31,i,i,-15,i,i
O=C(NCCc1ccc(Cl)cc1)C1CCC(=O)N(C2CCCCCC2)C1 (stereo not drawn),i,i,-0.7,-3,1,0,i,i,-31,i,i
N#C/C(=C/c1cccc(O)c1)C(=O)NCc1ccc(Cl)cc1,i,i,0.1,-1,11,4,i,i,-16,i,i
CN1C(=O)/C(=C/c2ccc(OC(=O)c3ccco3)cc2)SC1=S,i,i,-0.6,8,-34,2,i,i,-18,i,i
